SR-BI uptake up: activators of SR-BI mediated HDL lipid uptake; CHO ldlA[mSR-BI] cells, DiI-HDL uptake fluorescence, 3 h; 100 = double the neutral-control signal; activation, % at 12.5 µM; 320,000 tested, 0.096% active; AID 504775;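 active means mean replicate activation of at least 60% and every replicate at or above 60%; inconclusive means mean or all-replicate condition met, but not both; inactive means mean below 60% and not all replicates reaching 60%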;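 further: 0% = median plate neutral-control signal and 100% = twice that signal; values of inactives mirror those of a sister screen read the other way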
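system = CHO ldlA[mSR-BI] cells, LDL receptor-null, SR-BI overexpressing | medium = Ham's F12 with 0.5% BSA, HEPES 25 mM, pH 7.4 | probe or stimulus = DiI-HDL 10 µg/mL | compound dosing = single-point compound dose | incubation = compound exposure 3 h, 37 °C | technique = DiI fluorescence, bottom read | read-out = cell-associated DiI fluorescence as measure of HDL uptake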
NSD2 inh: inhibitors of human histone methyltransferase NSD2. NSD2 peptide methylation, AlphaScreen, 120 min. inhibition, % at 12.5 µM. 310,000 tested, 0.54% active. AID 743445; in the data active means inhibition above about 50%
Target sequence (O96028 whole entry, looked up): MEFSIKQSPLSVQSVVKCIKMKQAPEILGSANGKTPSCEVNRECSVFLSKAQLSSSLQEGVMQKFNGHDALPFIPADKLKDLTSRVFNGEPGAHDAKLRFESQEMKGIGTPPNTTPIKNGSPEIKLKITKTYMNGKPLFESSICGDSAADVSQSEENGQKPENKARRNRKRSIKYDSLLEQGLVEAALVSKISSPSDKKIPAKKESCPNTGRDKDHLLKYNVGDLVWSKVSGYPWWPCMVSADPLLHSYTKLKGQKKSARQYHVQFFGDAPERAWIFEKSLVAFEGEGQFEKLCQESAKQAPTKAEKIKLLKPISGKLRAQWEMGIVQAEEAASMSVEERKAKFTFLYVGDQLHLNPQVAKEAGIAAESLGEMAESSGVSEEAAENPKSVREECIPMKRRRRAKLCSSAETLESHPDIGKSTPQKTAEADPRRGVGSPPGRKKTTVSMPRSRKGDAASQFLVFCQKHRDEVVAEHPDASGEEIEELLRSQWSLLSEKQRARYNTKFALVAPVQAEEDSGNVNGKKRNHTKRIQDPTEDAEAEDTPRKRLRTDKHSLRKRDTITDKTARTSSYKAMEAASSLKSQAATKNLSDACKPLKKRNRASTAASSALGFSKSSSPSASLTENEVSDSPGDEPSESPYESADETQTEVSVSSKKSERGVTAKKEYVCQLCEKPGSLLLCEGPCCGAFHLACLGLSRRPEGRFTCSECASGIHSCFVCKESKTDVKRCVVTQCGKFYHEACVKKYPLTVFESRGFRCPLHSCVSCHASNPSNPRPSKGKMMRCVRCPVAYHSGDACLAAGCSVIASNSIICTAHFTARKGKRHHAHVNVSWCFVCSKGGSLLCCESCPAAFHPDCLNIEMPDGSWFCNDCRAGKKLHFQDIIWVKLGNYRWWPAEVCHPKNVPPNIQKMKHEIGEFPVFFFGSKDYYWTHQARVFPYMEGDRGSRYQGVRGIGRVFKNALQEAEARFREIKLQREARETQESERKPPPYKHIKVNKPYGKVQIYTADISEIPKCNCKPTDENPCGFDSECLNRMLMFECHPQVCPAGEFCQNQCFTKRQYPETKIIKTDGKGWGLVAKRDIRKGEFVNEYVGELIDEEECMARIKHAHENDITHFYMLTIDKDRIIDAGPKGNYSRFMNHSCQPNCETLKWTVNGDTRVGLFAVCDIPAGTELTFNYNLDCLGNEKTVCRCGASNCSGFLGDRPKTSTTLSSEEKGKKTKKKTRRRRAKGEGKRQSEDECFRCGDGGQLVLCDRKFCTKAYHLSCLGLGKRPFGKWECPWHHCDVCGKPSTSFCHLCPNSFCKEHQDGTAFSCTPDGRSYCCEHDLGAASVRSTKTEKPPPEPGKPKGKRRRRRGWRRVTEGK
dFosB act: enhances mouse delta FosB homodimer DNA binding; activation, % at 25 µM; P13346; 340,000 tested, 0.99% active; purified delta FosB, TAMRA-CDK5 oligo fluorescence polarization; percent of positive-control signal above neutral wells;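 active means mean activation above about 17%, with every replicate also reaching it, limit read from the data, passing the limit was not always enough; inconclusive means only one of the two conditions met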;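 further: fluorescence polarization rise as delta FosB binds a TAMRA Cdk5 AP-1 oligo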
PvdQ acylase: blocks Pseudomonas aeruginosa PvdQ acylase activity; purified PvdQ acylase, fluorescence plate reader; inhibition, % at 10 µM; 340,000 tested, 0.063% active; in the data active means inhibition above about 30%, passing the limit was not always enough; inconclusive means no clear call, values can overlap the other calls;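 further: 0% = vehicle neutral wells and 100% = reference inhibitor wells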
CAL PDZ FP-1: blocks peptide binding to human CAL PDZ domain. purified CAL PDZ, TMR-peptide fluorescence polarization, 1 h. inhibition, % at 20 µM. AID 504414. 330,000 tested, 0.02% active. Q9HD26;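 active means highest replicate inhibition of at least 40%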;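 further: plate controls were DMSO neutral control wells for no effect and unlabeled competitor peptide control wells for full effect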
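Material: tagged CAL PDZ protein CerCALP, purified; buffer or medium: sodium phosphate/NaCl buffer pH 7.4 with TCEP, IgG, Thesit; also added: fluorescent TMR peptide probe; schedule: 1 h incubation at room temperature before polarization reading; technique: fluorescence polarization from S- and P-plane intensities, G-factor corrected; control set: unlabelled peptide and DMSO controls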
MITF TRPM1 HTS: MITF TRPM1 promoter activation in melanoma cells; SK-MEL-5 TRPM1-promoter luciferase, 24 h; % of positive control, neutral wells = 0; activation, % at 12.5 µM; 300,000 tested, 0.75% active;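 active means mean activation of at least 80% with every replicate also reaching 80%; inconclusive means mean reaches 80% but some replicate falls short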;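 further: 0% = neutral control wells and 100% = parthenolide positive control wells; values of inactives mirror those of a sister screen read the other way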
Rtt109 HAT inh: blocks Candida albicans Rtt109/Vps75 acetyltransferase activity; Q5AAJ8; purified Rtt109/Vps75, ThioGlo CoA-SH fluorescence, 4 h; inhibition, % at 34.9 µM; 330,000 tested, 0.16% active; AID 540336;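 active means inhibition of at least 50% in every replicate; inconclusive means best replicate reaches 50% inhibition but some replicates fall short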
PfHsp90 yeast 2: reduces growth (ATP signal) of yeast expressing P. falciparum Hsp90; inhibition, % at 9.4 µM; AID 504621; 310,000 tested, 0.32% active; S. cerevisiae expressing PfHsp90, BacTiter-Glo ATP, 48 h; yeast lacking PDR1 and PDR3 efflux regulators;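 active means every replicate shows inhibition above about 80%, whatever the replicate mean, limit read from the data; inconclusive means mean inhibition reaches the set limit but some replicate falls short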;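 further: 0% = DMSO neutral controls and 100% = 20 µM radicicol positive controls; yeast relying on Plasmodium falciparum Hsp90 in place of its own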
SR-BI HDL uptake: mouse SR-BI HDL lipid transfer inhibition | inhibition, % at 12.5 µM | AID 488896 | 320,000 tested, 0.96% active | ldlA[mSR-BI] CHO cells, DiI-HDL uptake fluorescence, 3 h | Q61009;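 active means mean replicate inhibition of at least 70% and a set share of replicates each scoring 70 or more; inconclusive means meets just one of the two criteria; inactive means fails both criteria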;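 further: 0% = median of neutral control wells and 100% = median of positive control wells; values of inactives mirror those of a sister screen read the other way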
CAL PDZ FP-2: inhibitors of human CAL PDZ peptide binding; purified CAL PDZ, TMR-peptide fluorescence polarization, 1 h; inhibition, % at 24.9 µM; AID 602252; Q9HD26; 300,000 tested, 0.92% active;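 active means mean inhibition of at least 30% with at least half of replicates also reaching 30%; inconclusive means no clear call, values can overlap the other calls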;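 further: 0% = DMSO neutral control and 100% = excess unlabeled competitor peptide PRC23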
* marks the source's active call; other numbers are inactive results; ? = inconclusive; · = no result given. Outcome played no part in choosing rows, and some 4.3% of all compounds hit somewhere here.

SMILES	SR-BI uptake up	NSD2 inh	dFosB act	PvdQ acylase	CAL PDZ FP-1	MITF TRPM1 HTS	Rtt109 HAT inh	PfHsp90 yeast 2	SR-BI HDL uptake	CAL PDZ FP-2
CCOc1ccc(OCC)c(NC(=O)CN2CCN(c3ccc(C)cc3C)CC2)c1	-27	22	-16	-2	-4.2	·	-1	4	27	-10
Nc1[nH]nc2nc(N3CCCC3)nc(-c3ccccc3)c12	13	-1	-6	-3	0.1	-11	-2	-5	-13	-2
O=C(COc1ccc(Br)cc1Br)NC1CCCC1	-26	-2	-5	8	-6.0	40	0	-5	26	-8
CC(C)(C)n1ncc2c(=O)n(CC(=O)N3CCCC3)cnc21	8	-1	7	-9	-0.9	11	-3	-24	-8	-6
COc1cc2c(=O)n(CCC(=O)NCC3CCCO3)c(=O)n(CC(=O)c3ccc(Cl)cc3)c2cc1OC (stereo unspecified)	·	0	-14	-3	-2.7	-8	-1	8	·	1
O=C(NCCCN=C1NS(=O)(=O)c2ccccc21)c1ccc(Cl)cc1	18	-2	-8	-3	-0.7	-2	-2	-6	-18	-4
COCCN(C(=O)CCCC(=O)Nc1ccccn1)C(C(=O)NC1CCCC1)c1ccc(C)cc1 (stereo unspecified)	7	-3	-12	-19	-0.1	7	8	18	-7	-1
CCC1CCCCN1Cc1nc2ccccc2c(=O)n1CC(C)=O (stereo unspecified)	12	-1	-7	4	-2.1	-7	-1	-22	-12	2
Fc1cccc(NC(=S)NCCN2CCOCC2)c1	7	·	6	1	-0.7	6	-4	-4	-7	-6
CC(=O)C(C(c1ccccc1)c1c[nH]c2ccccc12)[N+](=O)[O-] (stereo unspecified)	1	-1	-9	-7	-0.1	-8	-2	19	-1	1
CN(Cc1ccc(F)cc1)C(=O)c1ccc(NS(=O)(=O)c2ccc3[nH]c(=O)[nH]c3c2)cc1	6	·	-17	-2	0.8	1	4	·	-6	-3
Cc1cc(C)cc(NC(=O)CSc2ccc(-c3cccs3)nn2)c1	-26	-6	-6	4	-5.0	-5	5	14	26	-8
O=C(O)c1ccc(-n2ncc3c2/C(=C\c2cccc([N+](=O)[O-])c2)CC3)cc1	1	11	-9	-17	-0.2	113*	5	·	-1	·
COc1ccc(S(=O)(=O)N(CC(=O)Nc2ccc(S(=O)(=O)N3CCOCC3)cc2)c2ccccc2)cc1	44	1	-5	25	-1.5	-5	0	19	-44	-2
CCCN(C(=O)CSc1nnc(N)s1)c1c(N)n(Cc2ccccc2)c(=O)[nH]c1=O	15	0	2	-14	-0.7	-12	-2	9	-15	3
Cn1c(=O)c(C(=O)Nc2ncccc2O)c(O)c2ccccc21	13	1	?	2	-2.0	16	2	-34	-13	-1
CCc1ccc(NC2=NC(C(=O)NC3CCCCC3)CC(=O)N2)cc1 (stereo unspecified)	30	0	-4	-16	-0.4	2	-1	·	-30	·
CC(C)NC(=O)C(C)Oc1ccc(S(=O)(=O)NCc2ccc3c(c2)OCO3)cc1 (stereo unspecified)	12	·	-6	-13	-0.9	5	-4	-9	-12	3
Cc1nc2scc(C)n2c(=O)c1S(=O)(=O)N1CCN(c2ccc(F)cc2)CC1	36	0	-4	-11	-0.9	·	-7	25	-36	0
CCCNS(=O)(=O)c1ccc(CCC(=O)Nc2ccc3c(c2)OCO3)cc1	-5	1	0	-14	·	·	5	·	5	-5
COc1ccc(S(=O)(=O)Cc2ccc(C(=O)N3CCN(c4cccc(C)c4C)CC3)o2)cc1	18	·	2	-10	-0.4	6	-10	11	-18	-4
N#Cc1ccc(COc2cccnc2[N+](=O)[O-])cc1	·	-5	-1	-6	-0.4	7	-3	-11	·	·
O=C(COC(=O)c1cnccn1)Nc1ccc(Cl)cc1	5	-1	-2	11	-1.0	8	0	36	-5	-2
O=C(O)c1cnn2c1C(=O)N(Cc1cccs1)CC2	35	8	0	5	-0.2	10	-3	4	-35	1
COc1cccc(NC(=O)CCNS(=O)(=O)c2cccc3nonc23)c1	-1	0	-3	-14	-1.6	-3	-10	21	1	-1
CC(C)(C)NC(=O)C(c1ccc(-c2ccccc2)cc1)N(C[C@H]1CC[C@@H]([C@@H]2CC[C@H](CO)O2)O1)C(=O)c1cccc(Cl)c1 (stereo partly specified)	-42	·	-16	-16	-0.7	3	0	10	42	3
CN1CCN(c2nnc(-c3ccc(Cl)cc3)c3ccccc23)CC1	5	9	1	-14	-0.4	0	-2	-7	-5	-14
CC(NC(=O)OC(C)(C)C)C(=O)Oc1ccc2ccc(=O)oc2c1 (stereo unspecified)	5	-1	-5	-24	-0.1	-1	-114	9	-5	-6
COc1cc(Cl)c(CNC[C@H]2O[C@@H](n3cnc(C(N)=O)n3)[C@H](O)[C@@H]2O)c(Cl)c1O	13	·	-1	-9	-1.8	13	1	0	-13	-4
c1ccc2[nH]c(SCCN3CCOCC3)nc2c1	14	-7	2	-9	-2.0	24	-7	3	-14	-4
CC1Cc2ccccc2N1C(=O)COC(=O)/C=C/c1ccc(F)cc1 (stereo unspecified)	-2	-1	-12	-15	-0.6	-7	-2	10	2	·
CCCN(CC1CC1)C(=S)NC(=O)C1CC1	9	0	5	9	-0.2	-8	2	-1	-9	-1
Cc1nc(-c2ccccc2)cc(N2CCCC2)n1	-17	-2	-11	-6	-2.9	-3	0	10	17	·
O=C1C2C(C(=O)N1CCN1CCN(Cc3ccc([N+](=O)[O-])cc3)CC1)[C@H]1C=C[C@@H]2C1 (stereo partly specified)	-12	9	5	9	0.4	-13	-2	-8	12	·
CC(=O)c1ccc(NC(=O)C2CCC(C)(C(=O)O)C2(C)C)cc1 (stereo unspecified)	25	0	-4	-4	-1.5	-3	-1	-7	-25	0
CCCOc1ccc(-c2c(C(=O)N/N=C/c3ccccc3)nnn2-c2nonc2N)cc1	-77	1	30*	-10	-1.7	·	1	2	77*	0

Rewritten with the structure last: entries from further up
SR-BI uptake up	NSD2 inh	dFosB act	PvdQ acylase	CAL PDZ FP-1	MITF TRPM1 HTS	Rtt109 HAT inh	PfHsp90 yeast 2	SR-BI HDL uptake	CAL PDZ FP-2	mol
5	9	1	-14	-0.4	0	-2	-7	-5	-14	CN1CCN(c2nnc(-c3ccc(Cl)cc3)c3ccccc23)CC1
5	-1	-5	-24	-0.1	-1	-114	9	-5	-6	CC(NC(=O)OC(C)(C)C)C(=O)Oc1ccc2ccc(=O)oc2c1 (stereo unspecified)
13	·	-1	-9	-1.8	13	1	0	-13	-4	COc1cc(Cl)c(CNC[C@H]2O[C@@H](n3cnc(C(N)=O)n3)[C@H](O)[C@@H]2O)c(Cl)c1O
14	-7	2	-9	-2.0	24	-7	3	-14	-4	c1ccc2[nH]c(SCCN3CCOCC3)nc2c1
-2	-1	-12	-15	-0.6	-7	-2	10	2	·	CC1Cc2ccccc2N1C(=O)COC(=O)/C=C/c1ccc(F)cc1 (stereo unspecified)
9	0	5	9	-0.2	-8	2	-1	-9	-1	CCCN(CC1CC1)C(=S)NC(=O)C1CC1
-17	-2	-11	-6	-2.9	-3	0	10	17	·	Cc1nc(-c2ccccc2)cc(N2CCCC2)n1
-12	9	5	9	0.4	-13	-2	-8	12	·	O=C1C2C(C(=O)N1CCN1CCN(Cc3ccc([N+](=O)[O-])cc3)CC1)[C@H]1C=C[C@@H]2C1 (stereo partly specified)
25	0	-4	-4	-1.5	-3	-1	-7	-25	0	CC(=O)c1ccc(NC(=O)C2CCC(C)(C(=O)O)C2(C)C)cc1 (stereo unspecified)
-77	1	30*	-10	-1.7	·	1	2	77*	0	CCCOc1ccc(-c2c(C(=O)N/N=C/c3ccccc3)nnn2-c2nonc2N)cc1

Carrying on:
SMILES	SR-BI uptake up	NSD2 inh	dFosB act	PvdQ acylase	CAL PDZ FP-1	MITF TRPM1 HTS	Rtt109 HAT inh	PfHsp90 yeast 2	SR-BI HDL uptake	CAL PDZ FP-2
Cc1cccc(Nc2nc(C)cc(C)n2)c1	-29	-3	-3	-14	-1.0	·	1	-22	29	-3
Cc1cccc([C@@H]2[C@@H]3C(=O)N(Cc4ccccc4)C(=O)[C@@H]3[C@]3(Cc4ccc(Cl)cc4)C(=O)N(c4cccc(Cl)c4)C(=O)N23)c1	15	·	-8	-6	-0.2	1	7	-10	-15	-1
CCOC(=O)[C@H]1[C@H]2COc3ccc(OC)cc3[C@@H]2N2C(=O)CN(Cc3ccc(C)cc3)C(=O)[C@@]12C	6	·	-5	-18	-0.2	-5	5	5	0	-6
COc1cc(OC)c(NC2=NCCCCC2)cc1Cl	-27	-1	-1	1	·	-15	-6	-1	27	-7
CCCn1cnc2c(=S)nc(N)[nH]c21	1	-3	-7	-9	-0.9	-1	-3	15	-1	-5
CC1CCN(C(=O)c2ccc(NS(=O)(=O)c3ccc4[nH]c(=O)[nH]c4c3)cc2)CC1	12	-3	-3	3	-2.4	1	14	9	-12	-2
O=C(NCc1ccccc1)C1CCN(C(=O)NCc2ccccc2)CC1	-8	-2	0	26	0.1	-8	2	·	8	-5
COc1ccc(S(=O)(=O)NCc2cccnc2)cc1NC(=O)c1ccccc1C	-20	-3	-17	-6	0.1	-3	-5	12	20	·
O=[N+]([O-])c1ccccc1N/N=C/c1cccc(O)c1O	·	11	5	0	0.6	8	16	-75	·	26
Cc1cc(C)n(CC(O)COc2ccc3ccccc3c2)n1 (stereo unspecified)	18	-3	1	-9	-1.1	46	1	-5	-18	0
O=C(Nc1ccc(C(F)(F)F)cc1)c1cc(S(=O)(=O)NCC2COc3ccccc3O2)ccc1F (stereo unspecified)	-36	0	-14	3	0.7	2	15	-31	36	-4
CCN(CCCNC(=O)C1CCC(=O)N1C(C)C)c1cccc(C)c1 (stereo unspecified)	13	6	2	-18	·	3	-2	19	-13	-3
CN(C(=O)c1cc2ccccc2oc1=O)C1(C)CCS(=O)(=O)C1 (stereo unspecified)	2	-4	0	-6	-0.8	3	9	-34	-2	47*
CCN1CCN(S(=O)(=O)c2cc(C)c(OC)cc2C)CC1	-1	5	3	-18	-0.7	-11	9	·	1	·
CN(C)c1ccc(NC(=O)c2ccc(COc3cccc(Cl)c3)o2)cc1	-5	5	-3	0	0.5	13	-3	-21	5	-2
O=C(N/N=C/c1ccccc1)c1c(O)c2ccccc2[nH]c1=O	-16	-1	2	-6	-1.5	-34	-6	18	16	2
